West Nile antiviral = West Nile virus antiviral activity, cell-based, CPE readout (AID 1621) | West Nile virus-infected cells, CPE inhibition; higher % means a stronger effect | CPE inhibition, % at 10 µM; hits with a dose series show IC50 in µM | 290,000 tested, 0.02% active; in the data active = a potency from the dose series; inconclusive = CPE inhibition mostly from about 3.7% at the one dose, without a potency; inactive = the rest, 99 in 100 with CPE inhibition below about 2.2%; note: strong numbers were not always called active
Dengue-2 NS5 capping = flavivirus cap methylation enzyme inhibition – biochemical, confirmation dose response, primary screen (AID 588689); inhibition, % at 25 µM, or IC50 in µM where a hit was titrated; 340,000 tested, 0.3% active; Dengue-2 NS5 methyltransferase capping enzyme assay, biochemical; higher % means a stronger effect; in the data active = a potency from the dose series; inconclusive = inhibition above about 29% without an active follow-up result
SV40 large T antigen = SV40 large T antigen inhibitors, biochemical (AID 1903); SV40 large T antigen ATPase/helicase inhibition assay; higher % means a stronger effect; inhibition, % at 20 µM, or IC50 in µM where a hit was titrated; 310,000 tested, 0.39% active; in the data active = a potency from the dose series; inconclusive = inhibition mostly from about 32% at the one dose, without a potency; inactive = the rest, 99 in 100 with inhibition below about 32%; note: strong numbers were not always called active
RSV CPE inhibition = RSV antiviral activity via CPE protection, HEp-2 cells, primary 10 µM value included (AID 2391) | HEp-2 cells, RSV-induced CPE inhibition; higher % means a stronger effect | CPE inhibition, % at 10 µM, or IC50 in µM where a hit was titrated | 310,000 tested, 0.13% active; in the data active = a potency from the dose series; inconclusive = CPE inhibition mostly from about 23% at the one dose, without a potency; inactive = the rest, 99 in 100 with CPE inhibition below about 21%; note: strong numbers were not always called active
Yfh1-depleted yeast = mitochondrial function rescue without frataxin homolog – Friedreich's ataxia, plus single-dose screen, dose response (AID 1465); one-dose fold induction at 50 µM; EC50 in µM for titrated hits; 220,000 tested, 0.074% active; S. cerevisiae Yfh1-off respiration, WST-1 reduction, 72 h; higher fold induction means a stronger effect;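 active = fold induction of absorbance versus untreated yeast above a set limit, then at least 30% activation at any dose in follow-up; inconclusive = repeats straddling the limit, or above it without dose testing; inactive = fold induction below the set limit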;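 note: activators that raise dye reduction in frataxin-depleted yeast; strong numbers were not always called active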
ER stress rescue = protection against thapsigargin-triggered cell killing – 384-well, CSM14.1, ATP luminescence, primary screen (AID 1222); 190,000 tested, under 10 active; one-dose cellular ATP content (survival), % at 20 µM; EC50 in µM for titrated hits; CSM14.1 thapsigargin-induced death rescue, ATP luminescence; higher % means a stronger effect;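 active = EC50 below 50 µM in the dose-response confirmation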;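 note: death triggered by thapsigargin at about 15 µM added after 2 h compound pretreatment; cell ATP read after overnight thapsigargin exposure of roughly 18 to 22 hours; normalized against plate controls of thapsigargin alone and 5% DMSO vehicle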
WT yeast gro inh = growth inhibition of WT yeast, mitochondrial fusion screen; mitochondrial fusion phenotypic screen, WT strain; inhibition, % at 10 µM; 190,000 tested, 2.1% active; in the data active = inhibition above about 58%; tested in S. cerevisiae
XIAP displacement = small molecules displacing peptide from XIAP – biochemical, IAP family, fluorescence polarization (AID 1018) | one-dose displacement, % at 20 µM; IC50 in µM for titrated hits | XIAP BIR domain, fluorescence polarization peptide displacement; higher % means a stronger effect | 200,000 tested, 0.007% active; in the data active = displacement above about 50%; note: a part of the inactive calls stands beside numbers as strong as those of hits
UTI89 phage lysis = protection from phage-mediated lysis, alamar blue read-out – E. coli UTI89, K1F phage, bacterial capsule biogenesis inhibitors (AID 488966); one-dose inhibition, % at 100 µM; IC50 in µM for titrated hits; E. coli UTI89 K1F phage lysis, alamar blue, 2 h; higher % means a stronger effect; 340,000 tested, 0.02% active;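 active = phage lysis inhibition, versus mean bacterial control, above a set limit; inconclusive = no clear call, values can overlap the other calls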;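 note: capsule biogenesis inhibitors block K1F phage lysis so surviving cells raise fluorescence; higher fluorescence means more inhibition of phage lysis; actives were called in the ten point dose series up to 300 µM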
WT yeast gro inh mutant strain = further read-out of WT yeast gro inh, marked with its call; inhibition, %; mitochondrial fusion phenotypic screen, mutant strain inhibition
Dengue-2 NS5 capping pilot replicate = second read-out of Dengue-2 NS5 capping, no call of its own (marks repeat the call); inhibition, %; measured here: pilot screen replicate inhibition
The depositor's hits bear a star; i = inactive; ? = inconclusive; / = not tested or not shown; [ ] = remark or other dose.

SMILES	West Nile antiviral	Dengue-2 NS5 capping	SV40 large T antigen	RSV CPE inhibition	Yfh1-depleted yeast	ER stress rescue	WT yeast gro inh	WT yeast gro inh mutant strain	XIAP displacement	UTI89 phage lysis	others
CC(C)(C)OC(=O)N1CCC(c2c(C(=O)NCC3CCN(C4CCCC4)C3)cnn2-c2ccccc2)CC1 (stereo unspecified)	0.8%	-3%	7%	1.0%	/	/	/	/	/	0.2%
COc1ccccc1CNCC(=O)Nc1ccc(N(C)C)cc1	0.8%	-7%	28%	2.1%	/	/	/	/	/	0.4%
CSc1cccc(NC(=O)c2cnn3ccccc23)c1	-0.5%	-2%	7%	2.2%	i	/	/	/	/	-0.2%[50 µM]
CCOC(=O)N1CCN(C(=O)c2ccc3c(c2)N=C(CC)c2cc(C)ccc2S3)CC1	2.4%	-2%	4%	4.8%	/	/	/	/	/	-0.1%
Cc1ccc(S(=O)(=O)N2CCN(Cc3csc(C)n3)CC2)cc1	0.6%	2%	8%	1.4%	/	/	/	/	/	0.0%
COc1cc2c(cc1OC)CN(CC(O)c1ccccc1)CC2 (stereo unspecified)	-0.1%	4%	0%	1.2%	/	/	/	/	/	0.0%
COc1ccc(Cl)cc1C(=O)n1cnc2ccccc21	-0.4%	-5%	16%	0.2%	/	/	/	/	/	0.3%
CCCCC1=CC2=CC(=O)C(C)(OC(=O)CC)C(=O)C2=CN1C(CO)CO (stereo unspecified)	0.2%	11%	9%	0.1%	i	/	/	/	/	0.7%
Cc1ccccc1CCN(C(=O)CN1C(=O)c2ccccc2S1(=O)=O)C(C(=O)NCC1CCCO1)c1ccncc1 (stereo unspecified)	-0.5%	-1%	6%	1.1%	i	-0.3%	-26	10	-8.3%	1.9%[50 µM]
O=C(C/C(=N/O)c1ccccc1O)C(F)F	-0.1%	1%	0%	1.0%	i	-1.1%	-6	-11	-1.2%	0.1%
CCOC(=O)N1CCN(S(=O)(=O)N2CCCC(C(=O)NC(C)c3ccccc3)C2)CC1 (stereo unspecified)	1.1%	8%	1%	2.5%	/	/	/	/	/	0.4%
Cc1cc(C(=O)CN2CCCC(C)C2)c(C)n1-c1ccc(F)cc1 (stereo unspecified)	-0.4%	0%	3%	0.2%	i	-2.8%	-13	30	1.1%	8.0%
CN(C)CCNC(=O)Cn1ccc2cc(S(=O)(=O)N3CCCCC3)ccc21	-0.1%	-4%	10%	5.7%	/	/	/	/	/	0.5%
COc1cc(NC(=O)COC(=O)c2n[nH]c3ccccc23)c(C)cc1[N+](=O)[O-]	-0.9%	-1%	-6%	1.5%	i	1.7%	8	13	-0.6%	0.1%
COc1ccc(CNC(=O)C(c2ccc(C)o2)N(Cc2cccs2)C(=O)Cc2cccs2)cc1 (stereo unspecified)	-0.2%	-10%	18%	1.3%	i	-4.6%	7	-31	-23%	1.1%
COCCCNC(=O)CCn1c(=O)c2ccccc2n(CC(=O)Nc2ccc(C)cc2C)c1=O	0.1%	-9%	10%	1.8%	i	/	-6	11	-2.8%	1.2%
CC(=O)OC(CC(=O)O)C[N+](C)(C)C (stereo unspecified)	0.5%	-1%	17%	?	i	-1.6%	10	-8	-4.7%	0.8%
Cn1c(=O)c2[nH]c(-c3cccnc3)nc2n(C)c1=O	-0.5%	1%	1%	-1.1%	i	-1.5%	4	-1	-5.1%	-0.5%	Dengue-2 NS5 capping pilot replicate=0.9
O=C(COc1ccc([N+](=O)[O-])cc1Cl)N1CCOCC1	-0.3%	-3%	5%	2.8%	i	/	/	/	/	0.1%
CCCOc1ccc(N2C(=O)CC(N(CCc3ccc(OC)cc3)C(=O)c3ccccc3)C2=O)cc1 (stereo unspecified)	-0.4%	-11%	10%	3.8%	i	/	/	/	/	2.8%

Retrieved one by one from above, four records:
SMILES	West Nile antiviral	Dengue-2 NS5 capping	SV40 large T antigen	RSV CPE inhibition	Yfh1-depleted yeast	ER stress rescue	WT yeast gro inh	WT yeast gro inh mutant strain	XIAP displacement	UTI89 phage lysis	others
CCCOc1ccc(N2C(=O)CC(N(CCc3ccc(OC)cc3)C(=O)c3ccccc3)C2=O)cc1 (stereo unspecified)	-0.4%	-11%	10%	3.8%	i	/	/	/	/	2.8%
COCCCNC(=O)CCn1c(=O)c2ccccc2n(CC(=O)Nc2ccc(C)cc2C)c1=O	0.1%	-9%	10%	1.8%	i	/	-6	11	-2.8%	1.2%
CCOC(=O)N1CCN(S(=O)(=O)N2CCCC(C(=O)NC(C)c3ccccc3)C2)CC1 (stereo unspecified)	1.1%	8%	1%	2.5%	/	/	/	/	/	0.4%
COc1ccc(Cl)cc1C(=O)n1cnc2ccccc21	-0.4%	-5%	16%	0.2%	/	/	/	/	/	0.3%

Going on with the list.
SMILES	West Nile antiviral	Dengue-2 NS5 capping	SV40 large T antigen	RSV CPE inhibition	Yfh1-depleted yeast	ER stress rescue	WT yeast gro inh	WT yeast gro inh mutant strain	XIAP displacement	UTI89 phage lysis	others
CCc1ccccc1-n1nnc(-c2ccccc2)n1	-0.7%	3%	8%	2.5%	/	/	/	/	/	-0.3%[50 µM]
CC(C)N(Cc1ccccc1)S(=O)(=O)c1ccc(Cl)nc1	/	7%	13%	-0.9%	/	/	/	/	/	0.1%[50 µM]
Cc1ccc(-c2nc(N)sc2-c2ccccc2)cc1C	-1.2%	1%	8%	2.8%	i	-1.1%	73*	49*	-3.3%	-3.0%
CCOP(=O)(OCC)c1nc(-c2ccccc2)oc1NCc1ccccc1	-1.7%	4%	9%	1.6%	i	-0.3%	-2	14	-3.7%	-0.6%
Cc1ccc(C(=O)N/C(=C\c2sccc2C)C(=O)NCc2ccco2)cc1	0.1%	-2%	7%	-0.8%	i	-0.9%	6	8	-4.4%	0.2%
COc1ccc(Cn2c(SCC#N)nc3ccc(N4CCOCC4)cc3c2=O)cc1	-1.5%	2%	3%	22%	i	0.0%	-4	1	-3.6%	0.0%
CCOC(=O)c1cnc2c(C(=O)OC)cccc2c1NCc1ccco1	-0.1%	-4%	1%	-0.1%	i	/	/	/	-1.5%	3.1%
COC(C/C=C/C(=O)[C@@H](C)OCc1ccccc1)OC	?	-16%	9%	0.0%	i	/	/	/	/	0.2%
COC(=O)c1c(NC(=O)c2ccco2)sc2c1CCN(C(C)=O)C2	0.4%	1%	-5%	1.4%	/	/	/	/	/	0.6%[50 µM]
CCCCC(=O)Nc1cccc(-c2csc(-c3ccccc3)n2)c1	-1.5%	-5%	9%	52%	i	-2.3%	32	-11	-9.0%	0.2%
O=C(Nc1ccccc1[N+](=O)[O-])c1cc(S(=O)(=O)Nc2ccccn2)ccc1Cl	0.4%	4%	0%	0.5%	/	/	/	/	/	-0.9%
Clc1ccc(-c2nnc(CSc3nnc(-c4cccs4)o3)o2)cc1	0.1%	1%	9%	1.1%	i	-0.5%	-2	-29	-2.4%	1.4%
CCCc1c(C)nc(N2CCN(c3ccccc3OC)CC2)[nH]c1=O	0.1%	/	0%	3.1%	/	/	/	/	/	-0.5%
CCn1ncc(S(=O)(=O)NCc2ccccc2Cl)c1C	0.0%	3%	4%	1.5%	/	/	/	/	/	-0.1%
Cc1cc(C)c2c(n1)nn1c(-n3ccnc3)cc(C)nc21	0.6%	-6%	7%	/	i	-0.5%	39	-2	-2.0%	-0.5%
COCc1ccc(C(=O)N2CCCC(N3CCN(c4ccc(F)cc4)CC3)C2)o1 (stereo unspecified)	-0.8%	4%	8%	4.3%	/	/	/	/	/	0.1%
CCOC(=O)CCNC(=O)Nc1ccc2nc(C)n(Cc3ccc(Cl)cc3)c(=O)c2c1	0.1%	-1%	4%	17%	i	-0.1%	2	-5	-0.8%	0.1%
CCOc1cc(/C=N/NC(=O)C(=O)NCCCOC(C)C)cc(Br)c1O	0.0%	-10%	19%	1.3%	i	-1.8%	6	-5	-3.6%	0.8%[50 µM]
O=C(O)c1cc2c(N3CCC(Cc4ccccc4)CC3)ncnc2s1	0.3%	-1%	11%	4.2%	i	/	-3	5	-4.8%	-1.1%
CCN(CC(=O)NC(C)(C)C)C(=O)c1ccc2c(c1)S(=O)(=O)c1ccccc1C2=O	/	-2%	7%	-1.1%	i	5.4%	8	1	-1.5%	-0.3%
Cc1ccc2nc(NC(=O)C3CC3C)sc2c1 (stereo unspecified)	0.1%	-17%	-8%	6.7%	/	/	/	/	/	-0.5%
CCCCOc1ccc(C(=O)N=c2sccn2C)cc1OC	-0.3%	5%	3%	2.9%	/	/	/	/	/	0.1%
Cc1nn(C)c(C(=O)NNC(=S)Nc2ccc(Cl)cc2)c1[N+](=O)[O-]	-0.2%	-8%	5%	1.3%	i	-0.9%	-13	-4	-3.2%	2.0%
COc1ccc(CC(=O)Nc2sccc2C#N)cc1S(=O)(=O)N1CCOCC1	/	0%	9%	-2.4%	/	/	/	/	/	1.4%[50 µM]
CCN(CC)S(=O)(=O)c1cccc(-c2nnc(SCc3ncc(-c4ccccc4)o3)n2C)c1	-0.5%	-4%	11%	2.2%	i	-2.3%	6	17	0.0%	-0.1%
Cc1c(C2C(C#N)=C(N)OC3=C2C(=O)CCC3)cnn1C (stereo unspecified)	0.2%	-3%	-1%	0.7%	i	0.1%	-5	-14	-2.3%	3.1%[50 µM]
C=CCn1c(SCC(=O)N2CCc3ccccc3C2)nc2sc(C)c(C)c2c1=O	-0.9%	-3%	4%	21%	i	-0.8%	16	-4	-2.9%	0.1%[50 µM]
c1ccc(C2(Cn3ccc4ccccc43)OCCO2)cc1	-0.9%	-3%	15%	2.6%	i	-2.3%	14	20	-9.9%	0.2%
COc1ccc2[nH]cc(CCNS(=O)(=O)c3ccc(C)cc3)c2c1	0.0%	-8%	22%	1.5%	i	/	/	/	/	0.3%
O=C(c1ccccc1)n1c(=S)nc2ccccn21	0.1%	5%	/	-0.9%	i	-6.8%	/	/	1.2%	0.5%
COc1cccc2c1O/C(=N\O)C(C(=O)Nc1cccc(Br)c1)C2 (stereo unspecified)	-0.1%	1%	3%	11%	/	/	/	/	/	3.4%[50 µM]
CCCCN(C)C(=O)c1sc2ncn(CC)c(=O)c2c1C	-0.2%	-11%	5%	1.0%	i	-0.3%	-1	13	-0.1%	0.4%
C=CCNC(=O)c1ccc(Cn2cc(C(F)(F)F)ccc2=O)cc1	0.3%	-11%	3%	-1.6%	i	-0.5%	4	6	-2.3%	-2.1%
CCOc1ccnc2c1c(=O)n(Cc1cc(OC)cc(OC)c1)c(=O)n2C	1.2%	-2%	7%	-2.1%	/	/	/	/	/	0.2%

Screens (PubChem BioAssay)
